# Bioassay records (PubChem BioAssay)
# DRD3 agonist: activates the human D3 dopamine receptor; P35462; D3R DiscoveRx beta-arrestin cells, luminescence, 90 min; max activation, %; hit rate 0.58% among 410,000; AID 652048; in the data active means max activation above about 30%; further: 0% is about no effect; mostly tested at two doses, the higher about 12 µM
# Target sequence (P35462 whole entry, looked up): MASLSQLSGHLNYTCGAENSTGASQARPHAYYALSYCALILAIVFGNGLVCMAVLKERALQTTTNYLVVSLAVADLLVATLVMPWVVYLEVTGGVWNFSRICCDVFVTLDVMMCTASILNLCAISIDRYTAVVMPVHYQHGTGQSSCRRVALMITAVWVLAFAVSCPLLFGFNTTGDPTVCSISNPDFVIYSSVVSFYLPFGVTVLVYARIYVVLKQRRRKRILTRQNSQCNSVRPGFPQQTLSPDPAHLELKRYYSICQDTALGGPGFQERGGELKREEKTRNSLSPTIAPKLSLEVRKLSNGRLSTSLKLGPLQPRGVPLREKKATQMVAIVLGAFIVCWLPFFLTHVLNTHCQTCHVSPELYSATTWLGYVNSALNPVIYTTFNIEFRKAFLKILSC
#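 Agonist-mode cell screen: cells plated at 1500/well and incubated overnight at 37 °C, then exposed to library compounds for 90 min at 37 °C. Detection reagent was added for 30–60 min at room temperature, and luminescence was read.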
# PTHR1 ag: activates the human parathyroid hormone receptor PTHR1; Q03431; HEK293 GP2 PTHR1 cells, GloSensor cAMP luminescence, 1 h; Potency, µM (series often up to 115 µM), for the others: at the highest dose activation, hits mostly activators; hit rate 0.075% among 410,000; AID 743266; further: potency means the concentration at half of the fitted maximal effect; nearly all actives have a fitted effect of over 55% in size; some results filed as inactive show a strong effect at the top dose; inactives centre near -15; many of its hits are not listed in these tables
#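 HEK-293-derived GP2 cells expressing PTHR1 and a GloSensor cAMP reporter, 3,000/well, plated overnight, given luciferin plus IBMX (each 0.5 mM as added) for 1 h at 37 °C, then compound for 1 h at 37 °C. Luminescence was read after 15 min at room temperature.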
# GLP-1R inv ag: acts as inverse agonist at human GLP-1 receptor; P43220; HEK293 GLP-1R CRE-luciferase, luminescence, 24 h; GLP-1R form is constitutively active; Potency, µM (doses to about 38.3 µM), without a hit: top-dose activity change, negative = inhibition, most hits filed as inhibitors; hit rate 1.6% among 410,000; further: potency means the concentration at half of the fitted maximal effect; on the % scale 0 is the no-effect control and ±100 the full control effect; nearly all actives have a fitted effect of over 55% in size
# Target sequence (P43220 whole entry, looked up): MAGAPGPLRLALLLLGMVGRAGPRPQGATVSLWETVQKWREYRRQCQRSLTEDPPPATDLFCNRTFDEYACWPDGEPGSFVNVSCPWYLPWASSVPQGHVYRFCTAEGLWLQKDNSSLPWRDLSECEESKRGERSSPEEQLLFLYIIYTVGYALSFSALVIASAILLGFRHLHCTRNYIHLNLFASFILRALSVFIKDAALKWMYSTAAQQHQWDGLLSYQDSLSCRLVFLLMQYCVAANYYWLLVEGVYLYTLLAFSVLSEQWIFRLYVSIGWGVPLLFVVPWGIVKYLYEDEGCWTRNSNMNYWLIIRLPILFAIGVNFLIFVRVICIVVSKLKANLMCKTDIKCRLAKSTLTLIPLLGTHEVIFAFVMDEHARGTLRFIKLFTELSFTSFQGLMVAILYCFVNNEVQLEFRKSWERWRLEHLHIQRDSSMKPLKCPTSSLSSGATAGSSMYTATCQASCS
#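 Luminescence readout: a drop in cAMP-driven luciferase signal flags inverse agonism at a constitutively active GLP-1R stably expressed in HEK293. Compound exposure lasted 24 hr at 37 deg C, 5% CO2.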
# KB-V1 cytotox: kills drug-selected multidrug resistant KB-V1 cells. KB-V1 MDR cells viability, CellTiter-Glo, 72 h. Potency, µM (highest dose often 46.1 µM), inactives show top-dose activity change, negative = cytotoxicity, actives largely listed as cytotoxic. hit rate 3.4% among 400,000. AID 1347076; further: potency means the concentration at half of the fitted maximal effect; on the % scale 0 is the no-effect control and ±100 the full control effect; nearly all actives have a fitted effect of over 60% in size
#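 Cytotoxicity via CellTiter-Glo luminescence after 72 h compound exposure at 37 degrees C. Cells: drug-selected KB-V1 line, DMEM phenol-red free plus 10% FBS. Compounds tested at multiple concentrations; normalized data fitted to concentration-effect curves.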
# GLP1R cytotox: cytotoxic in the GLP-1 receptor inverse agonist counter-screen | HEK293 cAMP-luciferase reporter cells, luminescence, 24 h | AID 624418 | Potency, µM (top dose mostly 38.3 µM), inactives show at the highest dose activity change, negative = inhibition, hits mostly inhibitors | hit rate 0.13% among 410,000;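 further: loss of luciferase light is scored as toxicity; potency means the concentration at half of the fitted maximal effect; on the % scale 0 is the no-effect control and ±100 the full control effect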
#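 Luminescence readout: signal drop marks cytotoxicity. Plated cells grew 12 h at 37 °C, 5% CO2, received 23 nL compound for 24 h, then got luciferase reagent, read after 12 min at RT.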
# aSyn yeast inh: alpha-synuclein toxicity inhibition in yeast. Yeast expressing alpha-synuclein, growth rescue, BacTiter-Glo, 24 h. Potency, µM (series often up to 46.1 µM), inactives show top-dose growth rescue (activation), actives largely listed as activators. hit rate 0.14% among 370,000; further: potency means the concentration at half of the fitted maximal effect; % of control where 0% means no effect; nearly all actives have a fitted effect of over 65% in size
#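 Screening used galactose-induced yeast with toxic alpha-synuclein levels, exposed to compound for 24 hr at 30 deg C. Cell growth, read with BacTiter-Glo luminescence, gave the measured signal.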
# TDP43 rescue: rescues yeast growth from TDP-43 toxicity. TDP-43 expressing yeast growth rescue, BacTiter-Glo, 24 h. AID 652104. Potency, µM (doses to about 46.1 µM), for the others: at the top dose growth rescue (activation), usual class: activators. hit rate 1.8% among 410,000; further: potency means the concentration at half of the fitted maximal effect; % of control where 0% means no effect; nearly all actives have a fitted effect of over 50% in size
#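 In this qHTS, compounds that restore growth of yeast expressing TDP-43 appear as activators. Cells (OD600=0.02, galactose medium, raffinose-pregrown) are incubated with compound 24 hr at 30 deg C and growth is quantified by BacTiter-Glo.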
# DRD3 antagonist: blocks the human D3 dopamine receptor; P35462; D3R cells, DiscoveRx beta-arrestin luminescence, antagonist mode; stronger effect = lower value; max response, negative = inhibition, %; hit rate 2.5% among 360,000; in the data active means max response below about -50%; inconclusive means no clear call, values can overlap the other calls; further: on the % scale 0 is the no-effect control and ±100 the full control effect; mostly tested at two doses, the higher about 12 µM
#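 Cells expressing the human receptor were seeded at 1500 cells/well, incubated overnight at 37 degrees C in 5% CO2, then exposed to library compounds with dopamine controls for 90 minutes at 37 degrees C before luminescent detection.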
# GLP-1R agonist: activates the human GLP-1 receptor; HEK293 GLP-1R CRE-luciferase, luminescence, 4-6 h; cells express a hypersensitive GLP-1R form; Potency, µM (doses to about 45.6 µM), inactives show top-dose activation, most hits filed as activators; AID 624172; hit rate 0.007% among 380,000; P43220; further: potency means the concentration at half of the fitted maximal effect; % of control where 0% means no effect
# The depositor's hits bear a star; i = inactive; ? = inconclusive; / = not tested or not shown; [ ] = remark or other dose. Unless noted, the call rests on the fitted dose curve; in most records, active means well fitted curve in the direction sought with a large enough effect; inconclusive means small, poorly fitted or top-dose-only effect, or another doubt; inactive means no such curve, though single readings can be large; an effect the other way counts as inactive or inconclusive.
SMILES,DRD3 agonist,PTHR1 ag,GLP-1R inv ag,KB-V1 cytotox,GLP1R cytotox,aSyn yeast inh,TDP43 rescue,DRD3 antagonist,GLP-1R agonist
O=C(NCCc1c[nH]c2ccccc12)c1[nH]c(C(F)(F)F)nc1-c1ccccc1,2,i,?,3%,-18%,10%,6%,2,-4%
Cc1ccc2c(c1)-c1c(cnn1CC(=O)O)CO2,-4,33%[57.5 µM],3%,2%,-6%,-1%,5%,27,-14%
COc1ccccc1C(=O)COC(=O)CNC(=O)c1ccc(Br)o1,13,-25%,0%,-1%,0%,0%,0%,-6,0%
CCCCC[C@H](C)N1C[C@H](COCc2ccccc2)Oc2cc(N3CC[C@H](N(C)C)C3)ccc2S1(=O)=O,0,i,?,21µM*,-11%,-34%[inhibitor],2%,2,1%
O=C(Nc1nnc(C(F)(F)F)s1)c1ccc(N2C(=O)C3C4C=CC(C4)C3C2=O)cc1 (stereo unspecified),-19,-58%[inhibitor][57.5 µM],-2%,-25%,10%,-5%,-20%,-19,-1%
Cc1ccc(S(=O)(=O)N2CCOCC2)cc1NC(=O)c1cc(-c2ccccn2)nc2ccccc12,17,-9%,136%[activator],1%,-4%,5%,-6%,23,10%
Cc1ccc2c(COC(=O)c3c(C)noc3C)cc(=O)oc2c1,5,i,-12%[7.66 µM],?,13%[7.66 µM],2%,29%,-3,4%
Cc1ccnc(N2CCC(C(=O)Nc3ccc(Oc4ccccc4)cc3)CC2)n1,4,-7%,17%,-25%,3%,-9%,17%,-3,0%
O=C(NCCc1ccccc1)c1ccc2c(c1)N(Cc1ccc(F)cc1Cl)C(=O)CS2,4,-22%,-8%,0%,-17%,/,5%,/,-1%
O=C(Nc1cc(C(=O)N2CCCC2)ccc1N1CCCC1)C1CC1,-3,i,1%,0%,-2%,-6%,4%,2,-12%
CCOC(=O)Cn1nnnc1C,-8,i,-1%,-2%,23%,-3%,9%,-15,2%
COc1cc2c(cc1OC)C(c1ccncc1)CC(=O)N2 (stereo unspecified),2,?,0%,-18%,11%,-15%,-17%,-21,4%
O=C(CCSc1nnc(-c2ccco2)o1)Nc1ccc(F)cc1,-1,-13%,-22%,-29%,-4%,7%,10%,4,7%
CC1=Nc2cc(C(=O)NC3CCC(C)CC3)ccc2Sc2c(C)ccc(C)c21 (stereo unspecified),-17,-4%,0.79µM*,0.26µM*,?,0%,2%,/,20%
COc1ccc2c(C)cc(SCC(=O)Nc3nsc(-c4ccc(C(C)(C)C)cc4)n3)nc2c1,0,-14%,36%[activator],?,-34%,-6%,-27%,/,-6%
O=C1CN(C(=O)COC(=O)C23CC4CC(CC(O)(C4)C2)C3)c2ccccc2N1,4,i,7%,9%,-3%,-3%,0%,14,-1%
CC(C)CCn1c(SCC(N)=O)nc2c1c(=O)n(C)c(=O)n2C,5,i,13%,-9%,3%,-3%,-4%,8,0%
c1cnc(Oc2ccc(-c3nnco3)cc2)cn1,2,-13%,-14%,25%,-8%,-8%,9%,34,-1%
CC(OC(=O)c1ccccc1O)C(=O)Nc1cccc(Cl)c1 (stereo unspecified),-2,-80%[inhibitor],?,-29%,13%,1%,7%,12,-1%
COc1ccc(C2CC(c3cccc(F)c3)=NN2c2ccc(S(N)(=O)=O)cc2)cc1 (stereo unspecified),11,-25%,-9%,7%,94%[activator],?,19%,52,5%
O=C(/C=C/c1ccnc2ccccc12)c1cccs1,-1,i,-10%,?,-10%,2%,3.5µM*,-27,8%
COc1ccccc1NC(=O)N1CCCC1C(=O)NC1CCCCC1 (stereo unspecified),2,i,-17%,-3%,4%,-1%,7%,-18,7%
COc1ccccc1CNC(=O)CCCCn1c(=O)c2ccccc2n(Cc2ccccc2C)c1=O,-11,-24%,0%,-10%,6%,/,1%,/,1%
COC(=O)c1ccc(NC(=O)CCn2cnnn2)cc1,-1,-18%,6%,22%,5%,/,6%,/,/
Cc1cc(OCC(=O)O/N=C(\N)c2ccccc2)ccc1Br,-3,i,?,28%,1%,3%,-3%[9.22 µM],-8,19%
O=C(C1CCCN1C(=O)c1cccs1)N1CCN(Cc2ccc3c(c2)OCO3)CC1 (stereo unspecified),1,-1%,0%,1%,-12%,-5%,2%,-1,-2%
CSc1ccccc1NC(=O)c1ccc(Br)o1,0,-54%[inhibitor][57.5 µM],-19%,-6%,4%,-10%,?,1,28%
Cc1ccsc1C(=O)c1sccc1C,-7,i,-7%,5%,16%,0%,-13%,?,3%
CN(Cc1ccccc1)S(=O)(=O)c1nnc(NC(=O)c2ccccc2Cl)s1,-19,i,-27%,/,-1%,/,-2%,/,/
COc1ccc(OCCCn2cc(/C=C3/C(=N)N4C=C(C)SC4=NC3=O)c3ccccc32)cc1,2,i,0%,10µM*,-7%,1%,15%,23,-6%
O=C(C=P(c1ccccc1)(c1ccccc1)c1ccccc1)c1ccccc1-c1ccccc1C(=O)C=P(c1ccccc1)(c1ccccc1)c1ccccc1,-3,-5%,?,-20%,-4%,-70%[inhibitor],-89%[inhibitor],-89*,-11%
COc1cc(/C=N/n2c(=S)[nH]nc(C)c2=O)cc([N+](=O)[O-])c1O,-12,i,1%,0%,-26%,-13%,-8%,-15,0%
C[C@H](CO)N1C[C@H](C)[C@@H](CN(C)Cc2ccc3c(c2)OCCO3)OCc2cnnn2CCCC1=O,2,-23%,-3%,-5%,-20%,6%,6%,1,1%
COc1ccc(-c2cc(C(=O)NCCN3CCOCC3)no2)cc1OC,-2,i,18%,-14%,8%,4%,-12%,0,4%
CCN(CC)c1ccc(C(=O)N/N=C(\C)c2ccc(O)cc2)cc1,3,i,?,5%,-2%,2%,18%,7,-3%
COc1cc(OC)c(OC)cc1CNCc1ccc2c(c1)OCO2,-3,i,2%,-18%,-4%,-2%,6%,8,3%
C#CCOCCOCCOCCNc1nc(N2CCOCC2)nc(N2CCN(C(=O)[C@H]([C@@H](C)CC)n3cc(CCCCN)nn3)CC2)n1,-30,-21%,-1%,-14%,-6%,3%,29%,-14,1%
Cc1ccc2c(CC(=O)NCc3ccco3)coc2c1C,-5,i,?,5.8µM*,?,12%,?,-23,14%
O=C(NCc1ccc(F)cc1)c1cnccn1,-4,i,9%,?,-9%,0%,0%,-16,-5%
Brc1cc2c(cc1/C=N/Nc1nc(N3CCOCC3)nc(N3CCOCC3)n1)OCO2,-13,i,-12%,0%,5%,1%,3%,11,13%
CCOc1ccc(NC(=O)COC(=O)C2CC2C)cc1 (stereo unspecified),2,i,-20%,?,-8%,-1%,-9%,-6,12%
O=C(c1ccccc1)C1CCN(C(=O)C2CCC(=O)N(Cc3cccc(F)c3)C2)CC1 (stereo unspecified),-13,-52%[inhibitor],?,-1%,-7%,0%,-38%[inhibitor],-7,-5%
CCN1/C(=C2\SC(=S)N(Cc3ccccc3)C2=O)Sc2ccccc21,2,-2%,4%,19%,17%,-4%,-1%,8,-17%
COc1ccc([N+](=O)[O-])cc1N(CC(=O)N1CCOCC1)S(C)(=O)=O,2,-13%,31%[activator][7.66 µM],9%,-2%[7.66 µM],0%,-27%[9.22 µM],10,2%
Cc1ccc(NC(=O)Cn2c(=O)n(CCCCCC(=O)NCc3ccc(F)cc3)c(=O)c3sccc32)cc1C,-1,-16%,-4%,4%,0%,/,20%,/,/
COc1ccc(CN(C(=O)c2cccs2)c2nccs2)cc1OC,6,-25%,-12%,-26%,-9%,6%,22%,45,13%
COC(=O)N1CC(=O)N(OC)C1c1ccc(Cl)cc1Cl (stereo unspecified),3,i,-3%,-25%,-5%,9%,5%,4,-8%
CC(=O)c1ccc(NC(=O)c2ccccc2Sc2ncnc3sc(C)c(C)c23)cc1,3,i,71%[activator],4%,-1%,5%,-8%[0.397 µM],-4,?
CCN(CC)CCNC(=O)c1ccccc1N,-17,-10%[57.5 µM],0%,0%,-12%,-13%,-14%,-3,4%
COc1ccc(CCNC(=O)Nc2nc(CN)cs2)cc1OC,-3,-24%,-1%,1%,6%,-5%,-12%,-19,0%

# An excerpt from above, reduced to DRD3 antagonist, PTHR1 ag and GLP-1R agonist.
SMILES,DRD3 antagonist,PTHR1 ag,GLP-1R agonist
CCN(CC)CCNC(=O)c1ccccc1N,-3,-10%[57.5 µM],4%
CC(=O)c1ccc(NC(=O)c2ccccc2Sc2ncnc3sc(C)c(C)c23)cc1,-4,i,?

# (continued)
SMILES,DRD3 agonist,PTHR1 ag,GLP-1R inv ag,KB-V1 cytotox,GLP1R cytotox,aSyn yeast inh,TDP43 rescue,DRD3 antagonist,GLP-1R agonist
COc1ccc(NC(=O)C(Br)C(C)C)cc1 (stereo unspecified),-3,i,-30%,-21%,-3%,-4%,17%,-23,5%
C/C(=N\NC(=O)C(=O)Nc1cc(C)ccc1C)c1ccncc1,2,i,10%,8%,2%,0%,6%,-12,2%
Cc1ccc(S(=O)(=O)/N=C(/NC(=S)Nc2cccc(C)c2)c2ccccc2)cc1,-13,-3%,-22%,0%,-7%,-3%,-5%,-23,3%
Cc1cc(C)cc(N(C(=O)Cc2cccs2)C(C(=O)NC2CCCCC2)c2ccccn2)c1 (stereo unspecified),-3,i,-3%,?,-30%,/,-6%,0,-3%
CCOc1ccc(CN2CCN(Cc3cn(CC)nc3C)CC2CCO)cc1 (stereo unspecified),2,-20%,-22%,?,2%,1%,13%,-3,-3%
CC1(C)CC=CC(COC(=O)c2ccccc2C(=O)O)C1 (stereo unspecified),4,-30%,-14%,-2%,-2%,?,-22%,20,-4%
CC(=O)Nc1ccc(Nc2cc(N(C)C)c3nonc3c2[N+](=O)[O-])cc1,4,i,4%,20%,4%,1%,-5%,12,6%
COc1ccc2ccc(=O)oc2c1CC=C(C)C,-1,i,48%[activator],?,8%,1%,0%,11,27%

# Only part of the results is shown; count on the stated rates, not on these rows.
